Assay outcomes: PubChem, several laboratories
procasp3 activ = procaspase-3 (human) activation; P42574; recombinant procaspase-3 D3A, Ac-DEVD-pNA absorbance 405 nm; activation, % at 8.5 µM; 330,000 compounds, 0.11% hits; AID 463141;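 active = activation above the mean of all tested compounds plus 3 SD, cut at about 21% in these data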;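 also: 0% = DMSO alone and 100% = DMSO wells spiked with extra 5 µM PC-3 D3A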
Target sequence (P42574 whole entry D9A/D28A/D175A): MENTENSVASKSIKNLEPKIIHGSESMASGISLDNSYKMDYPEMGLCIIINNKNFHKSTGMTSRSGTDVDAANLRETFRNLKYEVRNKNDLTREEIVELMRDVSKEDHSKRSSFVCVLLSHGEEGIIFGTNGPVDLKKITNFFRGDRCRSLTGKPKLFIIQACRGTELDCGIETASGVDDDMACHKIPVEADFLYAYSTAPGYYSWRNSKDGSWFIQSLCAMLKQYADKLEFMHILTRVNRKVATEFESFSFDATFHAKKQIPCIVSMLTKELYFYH
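Test system: Procaspase-3 D3A mutant; medium: Zinc-free HEPES/NaCl buffer with 0.01% Triton X-100 at pH 7.4; reagent: DEVD-pNA substrate; doses: one concentration, 8.5 µM nominal, 0.8% DMSO; times: 1 h preincubation plus 2 h reaction at 25 °C; signal: Epi-absorbance at 405 nm of released p-nitroaniline, 0 and 120 min; replicates: singlicate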
AHR act = activates the human aryl hydrocarbon receptor; P35869; AHR-responsive luciferase reporter cells, luminescence; activation, % at 5 µM; 320,000 compounds, 2.5% hits; in the data active = activation above about 47%;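 also: 0% = vehicle wells and 100% = reference agonist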
LAP4 TOR yeast = alters LAP4-GFP fluorescence in TOR pathway yeast screen; S. cerevisiae LAP4-GFP multiplex, flow cytometry GFP, 3 h; median GFP as percent of DMSO wells; GFP response vs DMSO, % at 10 µM; 320,000 compounds, 0.34% hits; AID 2023;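 active = GFP response vs DMSO above a set limit, about the screen mean plus 3 SD, cut at about 150% in these data; inconclusive = under 70 cell events counted for the yeast strain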
AGP1 TOR yeast = alters AGP1-GFP fluorescence in TOR pathway yeast screen; S. cerevisiae AGP1-GFP multiplex flow cytometry, 3 h; GFP as percent of DMSO wells; GFP response vs DMSO, % at 10 µM; 320,000 compounds, 0.02% hits;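 active = GFP response relative to DMSO above a set limit, near screen average plus 3 SD, cut at about 150% in these data; inconclusive = fewer than 70 cells counted for the yeast strain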;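 also: median GFP channel fluorescence of the gated AGP1 strain per well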
proCasp7 act = activates human procaspase-7, counter-screen for procaspase-3 activators; 330,000 compounds, 0.093% hits; activation, % at 8.5 µM; recombinant procaspase-7, Ac-DEVD-pNA absorbance 405 nm; D23A/D198A/D206A triple mutant, cannot self-cleave; scale: DMSO 0, 5 µM enzyme 100;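 active = percent activation above the screen-wide mean plus 3 SD, cut at about 25% in these data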
Target sequence (P55210 whole entry D23A/D198A/D206A): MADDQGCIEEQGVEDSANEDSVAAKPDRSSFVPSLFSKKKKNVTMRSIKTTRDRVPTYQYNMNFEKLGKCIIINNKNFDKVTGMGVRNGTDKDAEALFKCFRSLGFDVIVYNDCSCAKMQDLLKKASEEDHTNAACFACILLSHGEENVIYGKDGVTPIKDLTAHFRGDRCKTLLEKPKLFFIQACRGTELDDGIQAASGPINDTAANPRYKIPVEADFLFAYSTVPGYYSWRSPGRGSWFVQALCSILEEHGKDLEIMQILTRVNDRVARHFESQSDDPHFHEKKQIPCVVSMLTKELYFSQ
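Assay system – Uncleavable procaspase-7 mutant enzyme · Quantity – 2 µM procaspase-7 mutant as dispensed · Times – 1 h preincubation, 2 h reaction · Dosing – single nominal 8.5 µM compound dose, 0.8% DMSO final · Buffer or medium – Zinc-free 50 mM HEPES buffer, pH 7.4, with NaCl and Triton X-100 · Detection – Epi-absorbance of released pNA at 405 nm, two timepoints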
MEP2 TOR yeast = alters MEP2-GFP fluorescence in TOR pathway yeast screen. S. cerevisiae MEP2-GFP strain, flow cytometry GFP, 3 h; 100% = DMSO control level. GFP response vs DMSO, % at 10 µM. 330,000 compounds, 0.51% hits. AID 2016;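 active = GFP response versus DMSO above a set limit, roughly screen mean plus 3 SD, cut at about 180% in these data; inconclusive = fewer than 70 cells counted for a yeast strain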;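 also: median GFP fluorescence of the barcode-gated MEP2-GFP cells per well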
CIT2 TOR yeast = yeast TOR pathway CIT2-GFP modulation. S. cerevisiae CIT2-GFP strain, flow cytometry, 3 h; 100 means same as DMSO wells. GFP response vs DMSO, % at 10 µM. 320,000 compounds, 0.065% hits. AID 2029;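 active = GFP response relative to DMSO above a set limit, near the screen mean plus 3 SD, cut at about 150% in these data; inconclusive = Fewer than 70 cells measured for a yeast strain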;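 also: ratio of well median GFP fluorescence to mean of DMSO wells on the plate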
RPL19A TOR yeast = yeast TOR pathway RPL19A-GFP modulation. 330,000 compounds, 0.3% hits. percent response vs DMSO, % at 10 µM. S. cerevisiae RPL19A-GFP strain, flow cytometry, 3 h; active compounds read low;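 active = percent response vs DMSO below 50%; inconclusive = fewer than 70 events counted for the yeast strain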;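 also: median channel GFP fluorescence of the barcoded RPL19A-GFP strain; ratio of sample median GFP to plate DMSO average so 100% = DMSO; lower means less RPL19A-GFP as with rapamycin TOR inhibition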
An asterisk follows results filed as active; ? = inconclusive; . = no result given; [ ] = remark or other dose.

SMILES	procasp3 activ	AHR act	LAP4 TOR yeast	AGP1 TOR yeast	proCasp7 act	MEP2 TOR yeast	CIT2 TOR yeast	RPL19A TOR yeast
Clc1ccc(Cn2c(/C=C/c3ccco3)nc3ccccc32)cc1	-10	8	101	99	-10	107	98	104
CCCn1c(N)c(N(CCOC)C(=O)COC(=O)c2ccccc2NCCO)c(=O)[nH]c1=O	3	0	102	106	9	98	82	100
C[C@]1(CC/C(=C/CO)CO)[C@H](CO)CC[C@@]23COC(=O)C2=CCC[C@@H]31	7	1	105	104	6	100	99	99
Cc1ccc(NC(=S)N(CCCN2CCOCC2)Cc2ccco2)cc1Cl	0	-2	93	99	-5	102	100	104
NC(=O)c1ccc(NC(=O)COC(=O)/C=C/c2ccc(Br)o2)cc1	6	6	94	97	-6	98	98	94
O=C1NC(=O)c2cc(NC(=O)c3cccc4ccccc34)ccc21	-6	9	103	105	3	107	99	100
CCOC(=O)C1=NOC(Cn2cc(C#N)c(=O)n(C)c2=O)C1 (configuration not stated)	1	-2	93	92	-3	95	91	97
CCCCC(=O)Nc1ccc(C(=O)Nc2ccc3c(c2)OCO3)cc1	6	4	106	98	4	99	95	95
Cc1c(C(=O)Nc2cc(F)cc(F)c2)cnn1-c1ccccc1	-4	-2	127	93	2	103	84	102
O=C(NC(=S)N1CCCC1)c1ccccc1Cl	-7	-3	101[may fluoresce red]	112[may fluoresce red]	12	?	102[may fluoresce red]	?
Cc1nc(NC(=O)COC(=O)CCS(=O)(=O)c2ccccc2Cl)c(Cl)cc1Cl	-2	0	113	104	1	105	100	98
CC1=NN(C(N)=S)C(C)(C)C1	9	-1	102	108	2	100	111	98
Cc1ccc(OCc2ccc(Br)cc2)c([N+](=O)[O-])n1	-10	0	119	92	9	96	86	96
Cc1ccc(S(=O)(=O)N2CCOCC2)cc1NC(=O)Cn1ccsc1=N	-1	0	98	102	6	101	103	97
CCc1ccccc1NC(=O)Nc1cccs1	-16	50*	106	103	-17	107	102	106
O=S(=O)(c1ccc(N2CCCC2)cc1)C(F)(F)F	-3	1	118	100	-4	108	86	94
CCOC(=O)C1CCN(C(=O)c2ccccc2Oc2ccccc2)CC1	4	-1	103	99	-7	102	98	99
O=C(CSc1nc(-c2ccc(F)cc2)cs1)N1CCOCC1	8	-3	90	72	0	93	65	109
CCCCn1c(N)c(N(CCOC)C(=O)c2cccc(S(=O)(=O)N3CCCCC3)c2)c(=O)[nH]c1=O	5	0	108	103	3	107	103	103
C=CCSc1nc2sc3c(c2c(=O)n1CC=C)CCc1ccccc1-3	-7	33	110	103	-4	103	96	102
Cc1cc2c(NS(=O)(=O)c3ccc(F)cc3)cccc2nn1	-5	2	.	.	-14	96	.	106
O=C(Nc1ccccc1)c1cc(S(=O)(=O)N2CCCCC2)ccc1N1CCOCC1	-5	-1	109	100	-5	108	94	98
O=C(C1CCN(S(=O)(=O)c2ccc3c(c2)OCCO3)CC1)N1CCc2ccccc21	5	-1	93	90	7	98	91	92
CC(C)(C)OC(=O)CNC(=O)c1nc[nH]c1C(=O)N1CCNCC1	2	2	126	89	-3	99	100	103
CCC1(C)CC(c2nc(-c3ccc(OC)cc3)cs2)CCS1 (configuration not stated)	0	16	95	103	5	109	104	104

One compound at a time, from the list above:
CCCCC(=O)Nc1ccc(C(=O)Nc2ccc3c(c2)OCO3)cc1 reads procasp3 activ: 6; AHR act: 4; LAP4 TOR yeast: 106; AGP1 TOR yeast: 98; proCasp7 act: 4; MEP2 TOR yeast: 99; CIT2 TOR yeast: 95; RPL19A TOR yeast: 95
Cc1nc(NC(=O)COC(=O)CCS(=O)(=O)c2ccccc2Cl)c(Cl)cc1Cl reads procasp3 activ: -2; AHR act: 0; LAP4 TOR yeast: 113; AGP1 TOR yeast: 104; proCasp7 act: 1; MEP2 TOR yeast: 105; CIT2 TOR yeast: 100; RPL19A TOR yeast: 98

The list continues.
SMILES	procasp3 activ	AHR act	LAP4 TOR yeast	AGP1 TOR yeast	proCasp7 act	MEP2 TOR yeast	CIT2 TOR yeast	RPL19A TOR yeast
Cc1cc(C(=O)NCc2ccco2)cs1	2	1	99	96	8	99	94	96
Cc1ccccc1Nc1nnc(SCC(=O)Nc2ccccc2[N+](=O)[O-])s1	-9	23	99	90	-2	99	89	100
CCC(C)(C)NC(=O)c1ccc(S(=O)(=O)N2CCCCCC2)cc1	2	1	94	102	1	104	101	111
CC(=O)c1sc2nc(-c3ccc(C)cc3)c3c(c2c1N)CCCC3	-33	-1	99	90	-41	78	95	100
CCCn1c(Cc2ccccc2)nnc1SC(C)C(=O)NC1CC1 (configuration not stated)	10	-1	92	96	6	92	93	93
CN(C)CCCn1c2c(c(SCC(=O)Nc3nccs3)nc1=O)CCC2	4	3	100	92	-13	104	89	95
CCC(OC(=O)c1ccco1)C(=O)NCc1ccco1 (configuration not stated)	0	0	101	97	3	100	93	101
CCOC(=O)C1=C(CN2CCSCC2)NC(=O)NC1c1cc(C)ccc1C (configuration not stated)	1	3	101	111	5	107	100	107
CCOc1ccc(CCNC(=O)COC(=O)CSc2ccccc2C)cc1OCC	-7	-2	96	104	9	99	104	99
O=C(CNCCC1=CCCCC1)Nc1ccccc1N1CCCCC1	2	-1	105	119	3	103	115	112
CCOC(=O)Cc1csc(NC(=O)c2c(-c3ccccc3)noc2C)n1	-3	-1	103	104	10	110	106	101
COC(=O)c1ccccc1S(=O)(=O)N1CCC(C(=O)OC(C)C(=O)Nc2ccc(NC(C)=O)cc2)CC1 (configuration not stated)	1	-2	100	111	10	108	106	111
CSc1ccccc1C(=O)Nc1c(C)cccc1C	3	5	118	96	2	114	88	95
CC(C)(C)c1ccc(C(=O)NCc2cccnc2)cc1	4	28	87	99	4	94	.	101
CCN(Cc1ccc(OC)c(COC)c1)CC1CCCN(CCc2cccc(OC)c2)C1 (configuration not stated)	5	-1	92	98	2	106	100	100
CCOC(=O)C(CCC#N)(CCC#N)C(=O)OCC	-5	0	83	98	1	91	98	97
O=C1CC(=O)N(Cc2cccs2)C(=O)N1	-23	2	98	89	-25	98	68	90
O=C(NN1C(=O)C2CC=C(Cl)CC2C1=O)c1ccncc1 (configuration not stated)	-3	-1	102	101	3	96	100	98
Cc1ccc(C(=O)/C=C/Nc2ccccc2C(N)=O)cc1	-1	-16	103	93	-4	98	91	99
O=C(O)CSCC(=O)Nc1ccccc1	1	0	106	108	-3	106	98	96
Nn1c(-c2ccccc2Cl)nnc1-c1ccccc1Cl	3	-1	99	71	-1	102	111	97
Cc1nc(SCC(=O)c2ccccc2)c([N+](=O)[O-])[nH]1	-2	6	83	93	-5	89	.	98
CCCN(CC1CC1)C(=O)COc1ccccc1C(=O)NCc1ccccc1	1	1	108	102	16	105	98	99
CON(C)C(=O)CCC1CCCN1C(=O)OC(C)(C)C (configuration not stated)	13	-1	97	101	3	104	105	100
COc1cccc(CN(C)CC(=O)Nc2ccccc2C(=O)Nc2ccccc2)c1OC	9	5	106	99	-7	107	94	97

The list goes on:
SMILES	procasp3 activ	AHR act	LAP4 TOR yeast	AGP1 TOR yeast	proCasp7 act	MEP2 TOR yeast	CIT2 TOR yeast	RPL19A TOR yeast
O=C(CSc1nccc(=O)[nH]1)N1CCN(c2ccccc2)CC1	-2	-1	103	104	10	101	104	101
c1ccc(N2CCOCCOCCOCCOCCOCC2)cc1	3	1	102	100	11	101	104	97
O=C(Nc1ccncc1)c1ccc(NS(=O)(=O)c2ccc3[nH]c(=O)[nH]c3c2)cc1	0	5	100	104	10	103	105	100
CCCn1nnc(NC(=O)c2cccc(OCC)c2)n1	6	4	97	107	-9	104	112	98
O=C(Nc1ccccc1OC(F)(F)F)c1ccc([N+](=O)[O-])cc1	-4	0	91	97	10	97	113	100
O=C(CCN1N=C(c2ccccc2)CCC1=O)NC1CCCC1	-1	0	69	84	0	81	94	87
CCOc1ccc(CCNC(=O)COC(=O)c2cc(=O)[nH]c3ccccc23)cc1OCC	3	3	103	107	-4	99	101	100
CC(C)NC(=O)Cn1cc(S(=O)(=O)N2CCCC2)c(S(=O)(=O)N2CCCC2)c1	3	2	90	97	-3	95	95	100
CC(C)(C)OC(=O)NNC(=O)C12CC3CC(CC(C3)C1)C2	-10	4	103	113	10	109	115	104
Cc1csc(=O)n1CC(=O)OCC(=O)c1c(N)n(C)c(=O)n(C)c1=O	0	-1	107	109	2	99	104	102
O=C(NCc1ccccc1OC(F)(F)F)C1CCC(=O)N(CCc2ccccn2)C1 (configuration not stated)	0	4	103	97	-1	103	95	98
O=C(CC12CC3CC(C1)CC(CC(=O)N1CCCC1)(C3)C2)N1CCCC1	6	0	109	117	-9	112	114	108
CN1C(=O)N2CN(C3CCCCC3)CN3C(=O)N(C)C1C23 (configuration not stated)	8	-1	99	.	3	98	94	91
Cc1ccc(S(=O)(=O)NCC2CCC(C(=O)NCc3cccs3)CC2)cc1 (configuration not stated)	-4	1	101	102	-8	107	93	98
Cc1nn(C)c(C)c1N1C(=O)c2cccc3c(N)ccc(c23)C1=O	-16	0	96	92	6	100	98	94
OCCOCCn1c(C(CO)Nc2nc(-c3cccc(Br)c3)cs2)nc2ccccc21 (configuration not stated)	-22	19	101	102	-16	101	93	103
COc1cccc(/C=N/NC(=O)c2[nH]c(C)c(C(=O)N/N=C/c3cccc(OC)c3O)c2C)c1O	17	3	91	103	-11	102	101	95
Nc1c(N(CCO)C(=O)C2CCCCC2)c(=O)[nH]c(=O)n1Cc1ccccc1	-3	0	102	105	14	95	98	97
COCCNC(=O)c1nn(-c2cc(OC)cc(OC)c2)c(=O)c2ccccc12	-6	32	95	93	-8	97	92	.
CCOc1ccc(CC(=O)Nc2ccc(-c3ccc4nnc(C)n4n3)cc2)cc1	1	-10	110	110	-2	95	107	98
CCC(CO)NCc1ccc(OC2CCCC2)cc1 (configuration not stated)	3	13	104	102	8	106	104	102
CCCC(=O)Nc1ccc(Cl)c(NC(=S)NC(=O)c2cc3ccccc3o2)c1	2	-1	99	110	-5	105	117	109
CCOC(=O)N1CCC(NS(=O)(=O)c2ccc3c(c2)oc(=O)n3C)CC1	-2	0	93[may fluoresce violet]	20[may fluoresce violet]	-6	226*[may fluoresce violet]	?	64[may fluoresce violet]
CCc1ccc2c(COn3nnc4ccc(S(=O)(=O)N(C)C)cc43)cc(=O)oc2c1	-2	2	100	102	8	106	105	.
CCOc1ccc(S(=O)(=O)N2CCCC(C(=O)NCc3ccncc3)C2)cc1Cl (configuration not stated)	-3	-1	105	102	4	111	109	111
CCOc1ccc(-n2c(=S)sc3c(=O)[nH]c(SCC(=O)NC(C)CC)nc32)cc1 (configuration not stated)	3	0	93	98	11	94	93	94
O=C(Nc1ccccc1O)c1ccc([N+](=O)[O-])cc1	-3	70*	99	100	14	105	100	105
O=S(=O)(c1ccc2ccccc2c1)N1CCCOC1	3	6	.	85	1	87	94	88
CC(C)(C)C#CC(CCc1ccccc1)OS(N)(=O)=O (configuration not stated)	10	-1	129	85	-6	89	92	93
